# HDAC3 inhib: blocks human histone deacetylase 3; inhibition, % at 8.3 µM; recombinant HDAC3, fluorogenic peptide/trypsin coupled, fluorescence; O15379; hit rate 0.15% among 320,000; in the data active = inhibition above about 26%, passing the limit was not always enough; inconclusive = no clear call, values can overlap the other calls
# KCNQ1 inh: blocks the human KCNQ1 potassium channel; AID 2642; CHO-K1 KCNQ1, FluxOR thallium flux fluorescence; hits give high values; B-score at 10 µM; P51787; hit rate 1.3% among 310,000;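 active = compounds whose thallium flux B-score, printed positive for inhibition, exceeds three library SD while starting fluorescence stays within three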;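 note: channel opened by potassium depolarization with thallium stimulus after 20 min compound exposure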
# Target sequence (P51787 whole entry, looked up): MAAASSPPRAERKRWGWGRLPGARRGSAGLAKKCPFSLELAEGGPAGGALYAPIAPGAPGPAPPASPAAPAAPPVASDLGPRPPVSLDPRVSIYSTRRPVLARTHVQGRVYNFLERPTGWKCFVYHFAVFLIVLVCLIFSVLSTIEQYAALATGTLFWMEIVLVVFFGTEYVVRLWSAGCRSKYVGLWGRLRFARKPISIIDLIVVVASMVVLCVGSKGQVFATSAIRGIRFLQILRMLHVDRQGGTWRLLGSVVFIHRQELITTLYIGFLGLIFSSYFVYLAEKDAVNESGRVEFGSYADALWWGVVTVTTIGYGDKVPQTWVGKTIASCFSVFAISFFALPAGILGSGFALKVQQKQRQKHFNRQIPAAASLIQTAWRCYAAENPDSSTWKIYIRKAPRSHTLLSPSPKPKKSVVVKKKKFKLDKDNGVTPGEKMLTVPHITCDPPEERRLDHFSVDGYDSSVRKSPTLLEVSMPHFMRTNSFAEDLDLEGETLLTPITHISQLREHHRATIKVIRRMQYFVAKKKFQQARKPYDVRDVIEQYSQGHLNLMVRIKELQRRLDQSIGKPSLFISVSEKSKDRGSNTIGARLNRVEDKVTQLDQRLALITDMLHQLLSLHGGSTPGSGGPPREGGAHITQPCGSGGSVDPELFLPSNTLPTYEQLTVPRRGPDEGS
# SKKanGAS inh: inhibitors of SKKanGAS S. pyogenes growth in kanamycin (SK-promoter or general growth effect); BacTiter-Glo, 6 h; inhibition, % at 7.5 µM; hit rate 1.3% among 300,000;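 active = mean replicate score, as percent of positive control median, at least 50; inconclusive = mean below 50 but one replicate at or above 50; inactive = mean and every replicate below 50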;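 note: strain carries kanamycin resistance gene driven by streptokinase promoter and grows in 40 µg/ml kanamycin; loss of luminescence reflects streptokinase promoter inhibition or plain growth inhibition; 0% = median of DMSO wells and 100% = positive control at its reference dose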
# KCNK3 block: human KCNK3 channel inhibition, primary screen; hit rate 0.84% among 340,000; AID 602410; B-score at 10 µM; CHO-KCNK3 thallium flux, FluxOR fluorescence; hits give low values;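 active = B-score under library mean minus 4 SD, starting fluorescence ratio at most library mean plus 5 SD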;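 note: more negative B-score means stronger inhibition of thallium flux through KCNK3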
# RGS4 act: RGS4 potentiation or activation; HEK293 M3R/inducible RGS4, carbachol calcium flux Fluo4; hits give low values; B-score at 10 µM; hit rate 0.92% among 310,000; AID 463111;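 active = B-score of the integrated calcium signal more than 4 SD below the library mean, with starting fluorescence not abnormally high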;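 note: negative B-score means reduced calcium response which marks RGS4 activation or potentiation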
#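 Also added: carbachol at ECmax as muscarinic agonist stimulus; Assay system: HEK293 cells with stable M3R and inducible RGS4; Timing: overnight RGS4 induction, 30 min dye load 37 °C, 20 min compound RT; Measured by: Fluo4-AM (2 µM) calcium-flux fluorescence, kinetic read.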
# TMEM16A act: activators or potentiators of mouse TMEM16A chloride channel | Q8BHY3 | HEK293 TMEM16A/YFP-H148Q/I152L, iodide quench fluorescence; hits give low values | B-score at 10 µM | hit rate 0.3% among 340,000 | AID 623877;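 active = fluorescence-ratio B-score plate-corrected deviation score at least 3 library SD below zero, with starting fluorescence score within 5 deviations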;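 note: channel opened by trigger with iodide after compound preincubation; score built on the fluorescence ratio of max minus min over baseline; more negative score means more quench and so TMEM16A activation or potentiation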
# hERG protect: hERG (human) protection from proarrhythmic block; hit rate 0.51% among 310,000; Q12809; CHO-hERG, FluxOR thallium flux, dofetilide IC70 present; activation (rescue from dofetilide block), less the hit threshold, % at 10 µM;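 active = activation above the mean of controls blocked by dofetilide plus 5 SD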;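 note: thallium influx through hERG after potassium depolarization seen as dye fluorescence rise; in these data hits start at about 4.7%; inactives centre near -7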
# KCNQ1 pot: potentiates or activates the human KCNQ1 potassium channel; CHO-K1 KCNQ1, thallium flux FluxOR fluorescence; hits give high values; B-score at 10 µM; hit rate 0.35% among 310,000; AID 2648;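 active = fluorescence ratio B-score, a plate-corrected score, at least three library SD, with initial intensity B-score within 5 SD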
#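 assay system = CHO-K1 cells stably expressing KCNQ1 | medium = assay buffer, equal DMSO in all wells | timing = 37 °C overnight plating, 90-min dark dye load, 20-min compound pretreatment | measured by = kinetic FluxOR thallium fluorescence, 10-s 1-Hz baseline, 110-s post-stimulus read | measure = fluorescence change relative to baseline, converted to B score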
# ANO1 block: blocks the mouse calcium-activated chloride channel TMEM16A; HEK293 TMEM16A/YFP iodide influx fluorescence, ionomycin; normalized B-score (activity score, 25-100; higher = stronger inhibition) at 10 µM; hit rate 1.2% among 310,000; AID 588511;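 active = ratio plate-corrected score three or more library SD toward inhibition, starting fluorescence score within five deviations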;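 note: score derived from kinetic fluorescence span divided by baseline fluorescence per well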
# KCNK9 block: inhibitors of human KCNK9 two-pore domain potassium channel; Q9NPC2; HEK293 KCNK9, FluxOR thallium flux fluorescence; hits give low values; B-score at 10 µM; hit rate 1.2% among 310,000;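 active = ratio B-score over 3 SD below the library mean, with starting fluorescence within 5 SD of its mean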;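 note: negative B-score means less thallium flux so channel inhibition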
# RGS4 inh: inhibitors of human RGS4. P49798. HEK293 M3R/RGS4 inducible, Fluo-4 calcium flux; hits give high values; triggered by carbachol at its EC20. B-score at 10 µM. hit rate 0.45% among 310,000;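 active = B-score, a plate-corrected calcium signal, over three deviations above library mean, with baseline fluorescence within five deviations of library mean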;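 note: RGS4 expression induced by doxycycline in cells with stable M3 receptor; B-score is computed from the integrated fluorescence ratio over baseline after carbachol; higher B-score means a larger calcium signal and so more RGS4 inhibition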
# Target sequence (P49798 whole entry, looked up): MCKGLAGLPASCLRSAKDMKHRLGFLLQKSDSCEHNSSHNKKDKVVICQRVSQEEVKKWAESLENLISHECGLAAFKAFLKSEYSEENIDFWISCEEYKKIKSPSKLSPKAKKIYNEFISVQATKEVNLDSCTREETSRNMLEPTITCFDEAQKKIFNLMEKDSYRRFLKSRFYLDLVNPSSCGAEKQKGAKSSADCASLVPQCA
# * marks the source's active call; other numbers are inactive results; i = inactive; ? = inconclusive; / = not tested or not shown. Hits appear at their usual frequency. About 6.3% of those tested had a hit in this group.
SMILES,HDAC3 inhib,KCNQ1 inh,SKKanGAS inh,KCNK3 block,RGS4 act,TMEM16A act,hERG protect,KCNQ1 pot,ANO1 block,KCNK9 block,RGS4 inh
CCCCNS(=O)(=O)c1ccc(OC)c2ncccc12,-6,i,-1,i,i,i,-8,i,i,i,i
CN1CCN(CC(=O)Nc2nc(-c3ccccc3)cs2)CC1,-1,i,0,i,i,i,-11,i,i,i,i
CCCCNC(=O)/C(C#N)=c1\s/c(=C\c2ccccc2OC(F)F)c(=O)n1CCCOC,-2,7*,-1,i,i,i,-9,i,i,i,i
Cc1c(C(=O)NCc2n[nH]c(=S)n2-c2ccc(F)cc2)cccc1[N+](=O)[O-],8,i,-5,i,i,i,0,i,i,i,i
CCOC(=O)c1sc(NC(=O)c2ccncc2)nc1C,-6,i,7,i,i,i,-2,i,i,i,i
O=C(NC1CCCCC1)C(c1ccncc1)N(Cc1ccc2c(c1)OCO2)C(=O)c1cnsn1 (stereo not given),0,7*,-1,i,i,i,-7,i,i,i,i
N#CC1(NC(=O)CSc2nc3ncc(Cl)cc3[nH]2)CCCCC1,1,i,-4,i,i,i,-12,i,i,i,i
COc1ccccc1CCN=C(N)NS(=O)(=O)c1ccc(C)cc1,-3,i,-11,i,i,i,-3,i,i,i,i
CSC1=NC2(C)CCCCC2C12C=CC(=O)C=C2 (stereo not given),3,i,-7,i,i,i,-16,i,i,i,i
Cc1nc(C)c(C(=O)O)c(-c2ccsc2)c1C(=O)O,0,i,3,i,i,i,-3,i,i,i,i
COc1ccccc1NC(=S)N1CCCC1,-4,i,-2,i,i,i,-1,i,i,i,i
C/C(=N/NC(=O)c1ccco1)c1cccc(NC(=O)c2ccc(C)o2)c1,4,i,-1,i,i,i,0,i,i,i,i
Cc1cc(C)cc(NC(=O)CN2C(=O)NC(C)(c3ccccc3)C2=O)c1 (stereo not given),-3,i,6,i,i,i,-10,i,i,i,i
COc1ccc(CN2C(=O)[C@@H]3C(c4ccccc4Cl)=NO[C@@H]3C2=O)cc1,1,i,-3,i,i,i,-3,i,i,i,i
O=C(Nc1cccc(-c2cnc3ccccc3n2)c1)c1ccc(Cl)cc1,2,i,0,i,i,i,-5,i,i,i,i
Oc1ccccc1N1CCN(c2ncccn2)CC1,-8,i,1,i,i,i,-7,i,i,i,i
CCOC(=O)c1cn(CC(=O)Nc2ccc(OC)cc2OC)nn1,2,i,3,i,i,i,-15,i,i,i,i
CCCOC(=O)CCCC[C@H]1SC[C@@H](NC(=O)OC)[C@H]1NC(=O)OC,-6,i,-6,i,i,i,-7,i,i,i,i
COc1cc2c(C(=O)N3CCN(c4ccccc4)CC3)c(C)oc2cc1Br,-2,i,22,i,i,i,-11,i,i,i,i
CCCOc1ccc(C(=O)NNC(=O)CCNC(=O)c2ccco2)cc1OC,2,i,14,i,i,i,-4,i,i,i,i
CC1CCCN(C(=O)CCCNC(=O)c2ccc(Cl)cc2)C1 (stereo not given),-4,i,6,i,i,i,-2,i,i,i,i
C(=C\c1ccccn1)/c1cccnc1,/,i,-1,i,i,i,-11,i,/,i,i
CCN(CC(=O)NCc1ccc(Cl)cc1)C(=O)CSCC(=O)Nc1cccc(C)c1,-3,i,-14,i,i,i,-9,i,i,i,i
COc1cccc(/C=C(\C#N)C(=O)NC2CCS(=O)(=O)C2)c1 (stereo not given),3,i,-1,i,i,i,-10,i,i,i,i
COc1ccccc1/C=C/C=N/n1c(-c2cc(-c3ccccc3)n[nH]2)n[nH]c1=S,/,i,11,i,i,i,-10,i,i,i,7.7*
COc1ccc(Br)c(C(=O)N2CCN(S(=O)(=O)/C=C/c3ccccc3)CC2)c1,-1,i,-3,i,i,i,-6,i,i,i,i
O=C(Nc1ccc(N2CCOCC2)cc1N1CCOCC1)c1ccc([N+](=O)[O-])cc1Cl,8,i,3,i,i,i,-12,i,i,i,i
CCCNS(=O)(=O)c1ccc(OCC(=O)Nc2ccccc2F)cc1,0,i,-3,i,i,i,-6,i,i,i,i
NNC(=S)Nc1ccc(OC(F)(F)F)cc1,0,i,35,i,i,i,-5,i,i,i,i
Cc1cccc(NNC(=S)Nc2c(C)cccc2C)c1,9,i,16,i,i,i,-7,i,i,i,i
CN1CCN(CCOC2Cc3ccccc3Sc3ccc(Cl)cc32)CC1 (stereo not given),3,i,-3,i,i,i,-22,i,i,i,i
COc1ccc(OC)c(C(=O)c2coc3ccc(O)cc23)c1,9,i,3,i,i,i,-8,i,25*,i,i
CCOc1ccccc1Oc1coc2cc(OC(=O)c3ccco3)ccc2c1=O,5,i,-9,i,i,i,-8,i,i,i,i
Cc1ncsc1C(=O)N1N=C2/C(=C/c3ccc(N4CCOCC4)cc3)CCCC2C1c1ccc(N2CCOCC2)cc1 (stereo not given),4,i,31,i,i,i,-12,i,i,i,i
O=S(=O)(Nc1ccc(Br)cc1)c1cccc(NC(=S)NCCN2CCOCC2)c1,0,i,-5,i,i,i,-11,i,i,i,i
NC(=O)CC(NC(=S)NCc1ccccc1)C(=O)O (stereo not given),1,i,7,i,i,i,-4,i,i,i,i
COc1ccc(Cl)cc1NC(=O)NC(C)c1ccncc1 (stereo not given),3,i,1,i,i,i,-7,i,i,i,i
CCc1ccc(CN(C)C(=O)c2ccc3c(c2)OCCO3)cc1,-3,i,3,i,i,i,-3,i,i,i,i
COc1ccc(CSCC(=O)N/N=C/c2ccccc2OCc2ccccc2)cc1,6,i,-1,i,i,i,-3,i,i,i,i
CCOC(=O)c1cc(-c2ccccc2)n(CC(=O)Nc2ccc(OC)c(OC)c2)c1C,-1,i,13,i,i,i,-1,i,i,i,i
Cc1nnc(NC(=O)c2ccc(S(=O)(=O)N3CCc4ccccc4C3)cc2)o1,0,i,0,i,i,i,-9,i,i,i,i
COCc1nc2oc3ccccc3c(=O)c2cc1C(=O)OC,2,i,1,i,i,i,-6,i,i,i,i
CCS(=O)(=O)N1CCN(C(C)CCc2ccccc2)CC1 (stereo not given),1,i,1,i,i,i,-6,i,i,i,i
CCCc1nc(SCc2ccccn2)c2c(=O)n(C)c(=O)n(C)c2n1,?,i,-10,i,i,i,-18,i,i,i,i
c1ccc2c(c1)CC/C2=N/Nc1nc2ccccc2[nH]1,12,i,38,i,i,i,-21,i,i,i,i
O=C(c1cc(-c2ccccc2)on1)N1CCCc2ccccc21,6,i,-11,i,i,i,-9,i,i,i,i
Cc1ccc2c(c1)N(CC(=O)N1CCC(O)CC1)C(=O)CO2,/,i,-2,i,i,i,-3,i,/,i,i
CC(C)C[C@H](NC(=O)c1nc[nH]c1C(=O)N(C)Cc1ccccc1)C(=O)OC(C)(C)C,?,i,-2,i,i,i,-10,i,i,i,i
COc1ccc(N(C(=O)Cn2cnc3ccccc32)C(C(=O)NC2CCCCC2)c2ccccc2)cc1 (stereo not given),6,i,-5,i,i,i,-5,i,i,i,i
O=C(NCc1cccnc1)c1cc(Cl)ccc1[N+](=O)[O-],2,i,1,i,i,i,-7,i,i,i,i
# Continued:
SMILES,HDAC3 inhib,KCNQ1 inh,SKKanGAS inh,KCNK3 block,RGS4 act,TMEM16A act,hERG protect,KCNQ1 pot,ANO1 block,KCNK9 block,RGS4 inh
COCCN1CCN(c2c3c(nc4cc(-c5cccc(F)c5)nn24)CCC3)CC1,-10,i,-5,i,i,i,-15,i,i,i,i
O=C1CCCC2=C1C(c1cccc(Br)c1)n1nc(-c3ccco3)nc1N2 (stereo not given),/,i,0,i,i,i,-11,i,i,i,i
COc1ccc(OCc2cc(C(=O)NC3CCc4ccccc43)no2)c(Cl)c1 (stereo not given),-8,i,11,i,i,i,-8,i,i,i,i
COc1ccccc1NCC(=O)n1nc(C)cc1C,/,i,1,i,i,i,6.7*,i,i,i,i
CN(C)S(=O)(=O)c1ccc(NC(=O)COc2ncnc3sccc23)cc1,-9,i,1,i,i,i,-9,i,i,i,i
CC1CC(CCC(=O)NC(=S)Nc2ccc(S(N)(=O)=O)cc2)C(=O)O1 (stereo not given),3,i,-2,i,i,-4.7*,-8,i,i,i,i
O=C(c1cccc(N2CCCC2=O)c1)N1CCN(c2ccc(F)cc2)CC1,3,i,-8,i,i,i,-7,i,i,i,i
NNC(=O)c1nc(-c2cccc(-n3cccc3)c2)no1,10,i,6,i,i,i,-6,i,i,i,i
CC1CCCCN1S(=O)(=O)c1cccc(S(=O)(=O)N2CCOCC2)c1 (stereo not given),4,i,-1,i,i,i,-4,i,i,i,i
Cc1nc(CSc2ccc(Cl)cc2)cc(N2CCOCC2)n1,-1,i,4,i,i,i,-4,i,i,i,i
COC(=O)c1[nH]c(C)c(/C(O)=C2\C(=O)C(=O)N(CCN3CCOCC3)C2c2cccnc2)c1C (stereo not given),8,i,4,i,i,i,2,i,i,i,i
COc1ccc(-c2nn(-c3ccccc3)cc2/C=N/N2C(=O)CSC2=S)cc1,0,i,-9,i,i,i,-12,i,i,i,i
COCC(=O)Nc1ccc(C(N)=O)cc1,-9,i,2,i,i,i,-8,i,i,i,i
CC(=O)c1c(C)nc(-c2ccc3c(c2)OCO3)n1O,12,i,-4,i,i,i,-4,i,i,i,i
Cc1cccc(N2C(=O)C(Cl)=C(N3CCOCC3)C2=O)c1,1,i,-4,i,i,i,-10,i,i,i,i
OCC[C@H]1C[C@@H](O)[C@H](O)[C@@]2(CCCCO2)O1,1,i,0,i,i,i,-2,i,i,i,i
CC1=CC(C)(C)NC(=S)N1c1cccc2ccccc12,-6,i,-6,i,i,i,-4,i,i,i,i
CCn1cc(C(=O)NCCC(C)C)c(=O)c2cc(F)c(N3CCN(C)CC3)cc21,-18,i,2,i,i,i,-6,i,i,i,i
Cn1cc(C(=O)c2ccc(Cl)cc2Cl)cc1C(=O)N/N=C(\N)COc1ccc(Cl)cc1Cl,16,i,71*,i,i,i,-2,i,i,i,i
CC1=C(C)CC(C(=O)Nc2cccc(Cl)c2)C(C(=O)O)C1 (stereo not given),11,i,10,i,i,i,-16,i,i,i,i
